Bioassay records deposited in PubChem by several laboratories.
sdo1 growth: sdo1-depleted yeast growth rescue. S. cerevisiae sdo1-depleted JHY4D growth rescue, OD600 30 h; stronger effect = higher value; pdr5 snq2 efflux-pump mutant strain. z-score at 10 µM. 0.21% of 140,000 active. AID 817;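 active means z-score above 3 at both the 24 hr and the 30 hr optical density reads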;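 further: z-score against mean and SD of all compound wells on the same plate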
Insulin prom inh: TRM-6 insulin promoter activity inhibition; TRM-6 cells (human fetal islet line), insulin promoter-eGFP reporter, imaging; reporter expression induced with tamoxifen; inhibition, % at 2 µM; 0.9% of 130,000 active; AID 1273;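 active means inhibition above the mean plus 3 SD, with well images judged a real hit on visual review, cut at about 60% in these data, passing the limit was not always enough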
sdo1 growth Rescue 24 h: further read-out of sdo1 growth, marked with its call; z-score; S. cerevisiae sdo1-depleted JHY4D growth rescue, OD600; measured here: growth rescue at 24 h;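 0 is the plate mean of compound wells and units are plate SD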
* marks the source's active call; other numbers are inactive results; . = no result given.

Fields: Insulin prom inh | sdo1 growth | sdo1 growth Rescue 24 h
CC1CCc2c(sc(NC(=O)CSc3nnc(-c4ccccc4)o3)c2C#N)C1 (stereo not drawn)
    -66.7 | 1.15 | 3.23
CCCCn1cc(C(C)(C)C)c(C#N)c1NC(C)=O
    . | 0.98 | 1.39
O=C1CC(c2nc3ccccc3[nH]2)CN1c1ccccc1 (stereo not drawn)
    0.0 | 0.17 | -0.3
COc1ccc(CCn2c(C)ccc2C)cc1OC
    -92.0 | -1.54 | -1.32
CC1(C)CC(=O)C=C(NNC(=O)c2ccc(N)cc2)C1
    -70.0 | -0.51 | -1.25
CCCOc1ccc(N2C(=O)C3ON(c4ccccc4)C(c4ccc(O)c(OC)c4)C3C2=O)cc1 (stereo not drawn)
    27.0 | -0.98 | -0.94
Cc1ccc(NC(=O)CSc2n[nH]c(-c3ccco3)n2)cc1
    -66.7 | . | .
C=CCOC(=O)C1=C(C)NC(C)=C(C(=O)OCC=C)C1c1cn(-c2ccccc2)nc1-c1ccco1
    -106.2 | -0.38 | 1.22
CCOC(=O)c1cc(C(=O)Nc2ccccc2F)nn1C
    11.9 | 0.65 | 1.45
O=C(NCCCN1CCCC1=O)c1cccs1
    -3.1 | 1.1 | 0.69
Cc1ccccc1OCC(=O)N1N=C(c2cccnc2)CC1(O)C(F)(F)F (stereo not drawn)
    -27.6 | -0.99 | -1.12
Cc1cccc(-n2c(SCCC(=O)O)nnc2-c2cccs2)c1C
    . | 0.82 | 0.69
CCCc1nnc(SCC(=O)N2CCCC(C)C2)n1CC1CCCO1 (stereo not drawn)
    35.9 | 0.54 | 0.72
Cc1cc2ccccc2n2c(SCC(=O)N3CCOCC3)nnc12
    46.7 | . | .
CCN(CC)C(=O)CN1CCC(n2c(C)nc3cc(C(F)(F)F)ccc32)CC1
    0.0 | 1.24 | 1.5
C=CCOc1ccc(C2/C(=C(\O)c3c(C)[nH]c(C(=O)OC)c3C)C(=O)C(=O)N2CCN(C)C)cc1 (stereo not drawn)
    -40.5 | 0.46 | -0.36
COc1ccc(C2(O)CCN(CC(=O)Nc3nc(-c4ccccc4)cs3)CC2)cc1
    -58.3 | . | .
O=C(c1cc(Cl)c(=O)n(Cc2ccccc2)c1)N1CCOCC1
    -35.7 | 1.79 | 1.74
COC(=O)c1sccc1-c1ccc(/C=N/OCc2c(Cl)cccc2Cl)o1
    19.5 | -1.13 | -0.26
CC(=O)NS(=O)(=O)c1ccc(N)cc1
    28.6 | -0.08 | -0.22
Cn1c(Br)nc2c1c(=O)n(CC(O)COc1ccccc1)c(=O)n2C (stereo not drawn)
    . | -0.34 | -0.57
CN1CCCCCC1=NC1=C(C#N)CCCC1
    . | -0.18 | -0.79
O=C(C1CC1)N1CCc2cc(Br)cc(S(=O)(=O)N3CCN(c4ccccn4)CC3)c21
    . | -0.37 | 0.19
COC(=O)N/N=C/c1cc(OC)c(O)c([N+](=O)[O-])c1
    -46.0 | 0.53 | -0.24
Cc1nc2ccccn2c1-c1csc(NCc2ccco2)n1
    -69.2 | -0.65 | -0.84
CCC(C)NC(=O)C1CCN(S(=O)(=O)c2cccs2)CC1 (stereo not drawn)
    62.2 | 1.7 | 2.15
Cc1ccc2c(c1)CCCN2C(=O)c1cccs1
    25.0 | 0.53 | 0.27
COc1cc(OC)c(OC)cc1CNCCNC(=O)c1nonc1N
    0.0 | 0.58 | 0.19
COc1ccc(NC(=O)CSc2nc3sc(C)c(C)c3c(=O)n2Cc2ccco2)cc1
    . | -0.8 | 1.21
COc1cc(/C=N/N2C(=O)CSC2=S)ccc1O
    -25.0 | 0.05 | -0.03

Reprinted from the part before: 5 compounds, then new ones.
Fields: Insulin prom inh | sdo1 growth | sdo1 growth Rescue 24 h
CCC(C)NC(=O)C1CCN(S(=O)(=O)c2cccs2)CC1 (stereo not drawn)
    62.2 | 1.7 | 2.15
Cc1ccc2c(c1)CCCN2C(=O)c1cccs1
    25.0 | 0.53 | 0.27
COc1cc(OC)c(OC)cc1CNCCNC(=O)c1nonc1N
    0.0 | 0.58 | 0.19
COc1ccc(NC(=O)CSc2nc3sc(C)c(C)c3c(=O)n2Cc2ccco2)cc1
    . | -0.8 | 1.21
COc1cc(/C=N/N2C(=O)CSC2=S)ccc1O
    -25.0 | 0.05 | -0.03
CCCCCCn1c(CN2CCC(C)CC2)nc2c1c(=O)n(C)c(=O)n2C
    28.6 | -0.68 | -0.23
CCOC(=O)N1CCN(C(=O)c2ccc3c(c2)N(Cc2ccc(C)cc2)CCS3)CC1
    -37.5 | -0.72 | -0.23
COc1ccc(-c2cnc(N)nc2-c2ccc(OC)cc2O)cc1
    0.0 | -1.32 | -1.18
CC(O)CNC(=O)C1CCN(Cc2ccc(OCc3ccccc3)cc2)CC1 (stereo not drawn)
    . | 0.54 | 0.43
O=C(NCc1ccco1)/C(=C\c1cccnc1)NC(=O)c1ccccc1F
    14.8 | 1.28 | -0.46
CC(C)n1nnnc1SCC(=O)c1ccc2c(c1)OCCO2
    -25.7 | -0.13 | -1.03
CCn1c(=O)c(=O)[nH]c2cc(C(=O)NC3CCCc4ccccc43)ccc21 (stereo not drawn)
    -3.2 | -0.02 | -0.21
CC1=C(C(=O)N2CCN(c3cc(C)ccc3C)CC2)C2(CCC(C)CC2)OC1=O (stereo not drawn)
    -30.0 | -0.69 | -0.58
CCN(C#N)c1nc(N(C)C)nc(N(C)C)n1
    -48.6 | -0.66 | -1.13
O=C(Nc1nnc(SCc2ccc(Cl)cc2)s1)C1CC(=O)N(Cc2ccccc2)C1 (stereo not drawn)
    -37.5 | -0.4 | 0.47
Cc1cccc(N2CCN(C(=O)c3ccc(NS(=O)(=O)c4c(C)noc4C)cc3)CC2)c1C
    -80.0 | 0.31 | -0.32
CCS(=O)(=O)N1CCCC(C(=O)NCCCN(C)Cc2ccccc2)C1 (stereo not drawn)
    -22.1 | -0.33 | -0.7
CCOc1ccccc1NC(=O)c1cccc(NC(=O)CC(c2ccccc2)c2ccccc2)c1
    6.0 | -0.21 | 0.06
CNC(=O)c1cc(OCC(F)(F)F)ccc1OCC(F)(F)F
    20.0 | . | .
Cc1cccc(C)c1NC(=O)C1(N(Cc2ccco2)C(=O)Cn2nnnc2N)CCCCC1
    -10.3 | 0.22 | -0.5
COc1ccc(-c2cc(=O)oc3cc(OC(=O)C4CCCCC4)c(Cl)cc23)cc1
    25.9 | -1.01 | -0.48
CCOc1ccc(N2C(=O)/C(=C/c3cccs3)N(CC(=O)OC)C2=S)cc1
    4.4 | -0.31 | -0.23
C=CCNC(=O)/C=C/c1c(F)cccc1Cl
    -1.5 | 1.26 | 1.19
CCC(C)(C(=O)NC1CCCC1)N(CC1CCCO1)C(=O)c1ccc2c(c1)OCO2 (stereo not drawn)
    -28.6 | 1.62 | 1.69
CS(=O)(=O)N(CCc1ccccc1)CC(=O)N1CCN(Cc2ccccc2)CC1
    42.9 | 0.21 | 0.44
Cn1cc(/C=N/n2cnc3scc(-c4ccccc4)c3c2=O)c2ccccc21
    -354.6 | -0.69 | -1.04
Cc1cc(C(F)(F)F)n2nc(-c3cnn(C)c3C(F)(F)F)c(Br)c2n1
    -40.0 | . | .
C=CCn1c(N)cc(=O)nc1SCC(=O)Nc1ccc(C)cc1
    9.1 | . | .
CN(c1ccccc1)c1nc(-n2ccnc2)nc(-n2ccnc2)n1
    -33.3 | -2.36 | -1.27
CC(=O)C(Sc1nc(N(C)C)nc(N(C)C)n1)C(=O)Nc1ccccc1 (stereo not drawn)
    -29.4 | . | .
COc1cc(C2C(C(=O)OC(C)C)=C(C)Nc3ncnn32)cc(OC)c1OC (stereo not drawn)
    . | 0.96 | 0.05
O=C(CN1CCCN(S(=O)(=O)c2ccc(Br)cc2)CC1)Nc1ccc2cn[nH]c2c1
    -80.0 | . | .
C=CCNC(=O)c1ccc2c(=O)n(CCCN3CCCC3=O)c(=S)[nH]c2c1
    20.0 | . | .
CC(C)=C1C2CCC1C(C(=O)Nc1cc(C)cc(C)c1)C2C(=O)O (stereo not drawn)
    48.6 | . | .
CCCC(=O)Nc1cc(S(=O)(=O)N(CC)CC)ccc1Cl
    12.5 | -0.39 | -0.58

New compounds follow
Fields: Insulin prom inh | sdo1 growth | sdo1 growth Rescue 24 h
CCCCn1c(=O)c(CCC(=O)OCC(=O)NC(=O)NCCC(C)C)nc2ccccc21
    0.0 | . | .
O=C(NC1CCCc2ccccc21)c1cncc(Br)c1 (stereo not drawn)
    -17.4 | 0.39 | 0.59
CN(C)S(=O)(=O)N1CCN(C(=O)c2cccs2)CC1
    -10.7 | 0.29 | 0.18
COC(=O)C(Cc1ccc(O)cc1)NC(=O)C12CC3CC(CC(C3)C1)C2 (stereo not drawn)
    15.0 | . | .
Cc1nnc(SCC(=O)Nc2sccc2C#N)n1Cc1ccccc1
    37.9 | 0.13 | -0.78
CCCn1c(SCC(=O)NCCc2ccccc2)nnc1-c1ccco1
    -56.2 | 0.31 | -0.01
O=C(Nc1cccc(NC(=O)c2ncn[nH]2)c1)c1cccc(Cl)c1
    23.1 | . | .
CCOc1ccc(/C=C2/SC(=O)NC2=S)cc1
    40.0 | -1.11 | -0.74
COC(=O)c1cccc(N(C(=O)c2ccco2)C(C(=O)NC2CCCC2)c2ccco2)c1 (stereo not drawn)
    20.0 | 0.76 | 1
Cn1c(=O)[nH]c(=O)c2c1nc(NCCCn1ccnc1)n2Cc1cccc(Br)c1
    38.9 | -0.83 | -0.65
CCc1nnc(NC(=O)C2CCCCC2)s1
    14.3 | 0.55 | 0.08
COc1ccc(OC)c(CN2C(=O)c3ccccc3C2C(=O)NCc2cccnc2)c1 (stereo not drawn)
    40.0 | 0.57 | 1.12
S=C(NCC1CCCO1)N1CCN(c2nc(-c3ccc(Cl)cc3)cs2)CC1 (stereo not drawn)
    38.5 | . | .
CCOC(=O)NC(NCC(O)c1ccccc1)(C(F)(F)F)C(F)(F)F (stereo not drawn)
    53.9 | 1.4 | 1.91
CCOC(=O)c1ccccc1NC(=O)CSc1ncc(C(=O)OCC)c(N)n1
    5.7 | -1.35 | -1.3
O=C(NCc1cccs1)c1csc2ccccc12
    1.2 | -1.1 | -0.66
O=c1cc(-c2ccc(Cl)cc2)[nH][nH]1
    -25.9 | 1.42 | 0.75
COc1ccc(C)cc1NC(=O)C1COc2ccccc2O1 (stereo not drawn)
    -50.0 | . | .
O=C(O)CCC(=O)OCC1CCCCC1
    -3.6 | 0.08 | -0.01
O=C(CC1N=C2c3ccccc3N=C(SCc3ccccc3Cl)N2C1=O)NCc1ccco1 (stereo not drawn)
    47.4 | -0.4 | -0.8
NC(=O)CCn1c(=O)oc2ccccc21
    25.0 | 0.76 | 0.19
NC(=O)CSc1nnc(Cn2c(=O)sc3ccccc32)n1CCc1ccccc1
    . | -0.08 | -0.46
Cc1nc2sc(C(c3ccccc3)N3CCC(O)CC3)c(O)n2n1 (stereo not drawn)
    . | 0.04 | 0.13
Cn1c(C(=O)Nc2ccc3c(c2)OCO3)cc2sccc21
    . | -1.38 | -0.69
O=C(CN1C(=O)CCC1=O)NCC12CC3CC(CC(C3)C1)C2
    30.0 | 0.98 | 0.45
O=S(=O)(N1CCOCC1)n1cnc2ccccc21
    30.0 | -0.22 | -0.8
O=C(NCCN1C(=O)S/C(=C\c2ccc(F)cc2)C1=O)C1CCN(S(=O)(=O)c2cccs2)CC1
    -41.2 | 0.36 | 0.46
CC(C)(CNC(=O)C1CCCN1C(=O)c1cccs1)N1CCOCC1 (stereo not drawn)
    16.7 | . | .
CCOC(=O)CC(NC(=O)c1cc2cc(Cl)cc(Cl)c2oc1=O)c1cccc([N+](=O)[O-])c1 (stereo not drawn)
    20.0 | -1.37 | -1.77
Cc1cccc(CC(Cc2nc3ccccc3[nH]2)c2nc3ccccc3[nH]2)c1 (stereo not drawn)
    -30.0 | -1.49 | -1.12

Other compounds
Fields: Insulin prom inh | sdo1 growth | sdo1 growth Rescue 24 h
Cn1c(=O)c2ncn(CC(=O)Nc3cc(C(F)(F)F)ccc3N3CCOCC3)c2n(C)c1=O
    -110.0 | -0.64 | -0.39
COc1ccc(C(=O)OCC2CC(c3ccccc3)N(C)O2)cc1 (stereo not drawn)
    36.7 | -0.27 | 0.58
Cc1cc2ncn(N)c2cc1C
    -32.4 | 1.12 | 1.12
CS(=O)(=O)N1CCN(c2nc(-c3ccccc3)cs2)CC1
    -25.7 | -0.07 | 0.16
CCOC(=O)CSc1nc2ccc(NC(C)=O)cc2s1
    . | 0.99 | 0.77
CS(=O)(=O)N(CC(=O)N1CCC(C(N)=O)CC1)C1CCCCC1
    . | -0.07 | -0.64
Cc1ccccc1Cn1ccc(NC(=O)c2onc(C)c2Cl)n1
    -100.0 | -0.61 | -1.02
COc1cccc(NC(=O)CN(C)C(=O)c2ccc3ccccc3c2)c1
    -10.1 | -0.62 | -0.04
CCn1cc(C(=O)N2CCN(c3ccccn3)CC2)c2cc(OC)c(OC)cc2c1=O
    6.2 | -0.14 | -0.22
O=C(O)CS(=O)(=O)CC(=O)O
    -5.9 | 1.35 | 2
Cc1ccc(C)c(N2CCN(C(=S)Nc3ccc4nc(N5CCN(C)CC5)cc(C)c4c3)CC2)c1
    -50.0 | . | .
CCOC(=O)c1ccccc1NC(=O)CSc1nnnn1C
    25.0 | 0.36 | 0.06
CC(C)CC(=O)Nc1ccc(-c2nc3ccccc3c(=O)o2)cc1
    -41.0 | -0.16 | 0.35
Cc1ccccc1OCC(=O)Nc1cccc(N(C)S(C)(=O)=O)c1
    39.5 | -0.01 | -0.21

Retrieved one by one from above:
Fields: Insulin prom inh | sdo1 growth | sdo1 growth Rescue 24 h
CCc1nnc(NC(=O)C2CCCCC2)s1
    14.3 | 0.55 | 0.08
C=CCOc1ccc(C2/C(=C(\O)c3c(C)[nH]c(C(=O)OC)c3C)C(=O)C(=O)N2CCN(C)C)cc1 (stereo not drawn)
    -40.5 | 0.46 | -0.36
O=C(NCc1cccs1)c1csc2ccccc12
    1.2 | -1.1 | -0.66

The list is partial (hit frequency here may not be typical).
